AmpC det inh – Promiscuous and Specific Inhibitors of AmpC Beta-Lactamase (assay with detergent); P00811; purified AmpC, nitrocefin hydrolysis with detergent; Potency, µM (doses to about 28.7 µM), without a hit: at the top dose activity change, negative = inhibition; 71,000 compounds, 0.09% hits; AID 584, 2007; active = well fitted curve in the direction sought with a large enough effect
Target sequence (P00811 whole entry, looked up): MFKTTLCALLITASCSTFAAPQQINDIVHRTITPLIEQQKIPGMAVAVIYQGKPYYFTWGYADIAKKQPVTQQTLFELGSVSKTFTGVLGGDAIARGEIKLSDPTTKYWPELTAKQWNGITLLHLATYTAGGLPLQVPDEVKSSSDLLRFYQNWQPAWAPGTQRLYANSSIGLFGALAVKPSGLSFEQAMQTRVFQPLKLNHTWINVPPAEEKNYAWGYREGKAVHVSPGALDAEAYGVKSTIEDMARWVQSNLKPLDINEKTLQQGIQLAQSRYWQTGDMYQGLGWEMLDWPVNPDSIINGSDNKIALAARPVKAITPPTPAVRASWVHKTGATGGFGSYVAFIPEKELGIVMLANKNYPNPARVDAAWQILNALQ
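E. coli AmpC (5.3 nM) in 20 mM phosphate pH 7.0 with 0.01% Triton X-100, preincubated 15 min RT with compound; nitrocefin (2 uL of 800 uM stock) hydrolysis followed by 480 nm absorbance every 20 s over 4 min.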
* marks the source's active call; other numbers are inactive results; [ ] = dose if it differs, or a comment. % is scaled to controls: 0 for no effect and ±100 for the full control effect; potency is read from the fitted curve at half-maximal effect. These rows are one share of the data, so the mix of outcomes need not match the whole.

smiles | AmpC det inh
COc1cc2c(C#N)c(N3CCCCC3)nc(N)c2c(N)n1 | -8.9%
Cn1cc(S(=O)(=O)N2CCN(C(=O)c3ccco3)CC2)c(=O)n(C)c1=O | 10.0%
CC(N)CN (configuration not stated) | 11.8%
CC(C)CC(NC(=O)C1CCCCC1)C(=O)N1CCC2(CC1)OCCO2 (configuration not stated) | 14.4%
Cc1occc1-c1nnc(SCC(=O)N2CCCc3ccccc32)n1Cc1ccco1 | 6.2%
O=C(Nc1ccc(F)cc1)N1CCOCC1 | -4.3%
COc1ccccc1N1CCN(C(=O)c2ccccc2Oc2ccccc2)CC1 | 9.4%
Cc1noc(C)c1COC(=O)CCCc1c[nH]c2ccccc12 | -1.8%
Cc1ccc(C)c2[nH]c(=O)c(CCNC(=O)CC(C)(C)C)cc12 | 6.8%
Cc1cc(C)nc(N2CCC(C(=O)NCCc3ccccc3)CC2)n1 | 8.5%
Cc1cc(C)c2nc(SCC#N)cc(C)c2c1 | -1.4%
CC(C)c1ccc(NS(=O)(=O)c2ccc3[nH]cc(C(=O)N4CCC(C(N)=O)CC4)c(=O)c3c2)cc1 | -1.0%
O=C(Oc1nsnc1N1CCOCC1)N1CCOCC1 | 17.5%
CN(Cc1ccccc1)S(=O)(=O)c1ccc(S(=O)(=O)N2CCN(CCC#N)CC2)cc1 | 9.7%
COc1ccc2[nH]c(=O)c(CN(C)C(=O)C3CCCCC3)cc2c1 | 13.2%
Cc1ccsc1CN1CCN(c2ccccn2)CC1 | -0.8%
NC(=O)c1ccccc1N/C=C/C(=O)c1ccco1 | 18.3%
COC(=O)c1c(NC(=O)c2nc3ccccc3s2)sc2c1CCN(C(C)=O)C2 | 15.6%
O=C(c1ccccc1)c1ccncc1 | -3.6%
CCn1c(SCC(=O)Nc2nc(C)cs2)nnc1-c1ccco1 | -3.5%
COc1ccc(NCCNc2ccc(OC)cc2)cc1 | 4.1%
CCCCCCc1nnc(NC(=O)OCC)s1 | 10.3%
O=C(c1ccco1)N1CCN(c2ccc(Cl)cc2)CC1 | -1.9%
Cc1ccc(N(O)C(=O)OCCNC(=O)Nc2ccccc2)cc1 | -0.6%
O=c1[nH]c2ccc(S(=O)(=O)N3CCN(c4ccccc4F)CC3)cc2s1 | 1.3%
Cc1c(Cl)cccc1NC(=O)CCN1CCCC(C)C1 (configuration not stated) | 0.5%
CCOc1cccc(N2C(=O)CC(NCc3ccc(S(N)(=O)=O)cc3)C2=O)c1 (configuration not stated) | -0.9%
Cn1cccc1C(=O)NC(=O)COC(=O)Cc1coc2ccc3ccccc3c12 | -2.4%
O=C(CSc1ccc2nnc(-c3ccccn3)n2n1)N1CCN(c2ccccc2)CC1 | 10.3%
COc1cc2cc(C(c3nnnn3C(C)(C)C)N3CCc4ccccc4C3)c(=O)[nH]c2cc1OC (configuration not stated) | -3.8%
CCOc1ccc(N2Cc3ncccc3C2=O)cc1 | -3.8%
Cc1ccc(C(=O)Nc2ncc(Cc3ccc(F)cc3)s2)o1 | 5.6%
Cc1cc(OCC(=O)Nc2cc(C)nn2-c2ccccn2)c2c3c(c(=O)oc2c1)CCC3 | -2.0%
CC(C)(C)Nc1c(N)c(=O)oc2ccccc12 | 0.8%
CN(Cc1ccco1)c1nc(-c2cccnc2)nc2ccccc12 | 10.6%
Cc1n[nH]c(C)c1S(=O)(=O)N1CCN(c2ccccn2)CC1 | -3.8%
COc1ccc2[nH]cc(CCNC(C)=O)c2c1 | 9.3%
CO[C@H]1C=C2CCN(C)[C@@H]2[C@@H]2c3cc4c(cc3C(=O)O[C@H]21)OCO4 | -0.6%[12.8 µM]
N#CC1=C(N)C(C#N)(C#N)C(c2ccc[nH]2)C2CCCC=C12 (configuration not stated) | 0.0%
CN(C(=O)c1cccs1)c1ccccc1C(=O)O | -1.6%
Cc1cc(NC(=O)c2cc(C3CC3)on2)n(-c2ccccc2)n1 | 4.9%
CCCCNC(=O)CN(C1CCCCC1)S(C)(=O)=O | -1.8%
O=C(COc1ccccc1Cl)Nn1cnnc1 | -3.4%
O=C(CSc1ccc2nnc(-c3cccnc3)n2n1)N1CCOCC1 | 8.0%
CC1(C(=O)NCCN2CCOCC2)C=CC2(CCCCC2)N1C(=O)c1ccccc1 (configuration not stated) | 12.7%
O=C(NCc1nnc(SCC(=O)N2CCCC2)o1)c1ccccc1F | -7.1%
COc1cccc2[nH]c3c(N4CCN(Cc5ccc6c(c5)OCO6)CC4)ncnc3c12 | 9.5%
Nc1ccc2oc(-c3cccc4ccccc34)nc2c1 | -6.1%
CCc1ccccc1N1CC(C(=O)O)CC1=O (configuration not stated) | -4.8%
O=C(NCCc1ccccc1)C1CCCN(S(=O)(=O)c2cccs2)C1 (configuration not stated) | 12.3%

(cont.)
smiles | AmpC det inh
O=C(Nc1ccc(N2C(=O)C3C4C=CC(C4)C3C2=O)cc1)Nc1nncs1 (configuration not stated) | 4.8%
Cn1c(=O)c2c(-c3ccc(C(C)(C)C)cc3)n(N3CCOCC3)cc2n(C)c1=O | -0.2%
CCCc1cc(C(=O)NCc2ccc(OC)cc2)no1 | 5.0%
Cc1cnc(CNc2ncnc3ccc(-c4ccc5c(c4)OCO5)cc23)cn1 | 9.1%
COCC(=O)N1CCC2(CC1)CN(C(=O)Nc1cccc(F)c1)C2 | 6.4%
COc1ccc(C(=O)OCc2cc3cccc(C)c3[nH]c2=O)cc1 | -4.8%
COc1cc(S(=O)(=O)N2CCOCC2)ccc1NC(=O)COC(=O)C12CC3CC(CC(C3)C1)C2 | 13.9%
COc1cc2c(cc1OC)CN(C(=O)COc1ccc(C)c(C)c1)CC2 | -4.3%
CCCCCn1c(CNC(=O)CC)nc2ccccc21 | 9.4%
CCCCOC(=O)c1ccc(OC(=O)c2cccnc2)cc1 | -3.3%
Clc1cccc(NCc2nnc(SCc3ccccc3)o2)c1 | -2.2%
N/C(=N\O)C1COc2ccccc2O1 (configuration not stated) | 0.5%
Cc1nc2sc(C(c3cccs3)N3CCN(Cc4ccccc4)CC3)c(O)n2n1 (configuration not stated) | 11.1%
COCC(=O)N1CCC2(CCN(Cc3cc(C(F)(F)F)cc(C(F)(F)F)c3)CC2)CC1 | 0.1%
Cc1ccc(N(C(=O)c2ccc(S(=O)(=O)N3CCOCC3)cc2)C2C=CS(=O)(=O)C2)cc1 (configuration not stated) | -4.2%
C=CCn1c(SCn2nnc3ccccc3c2=O)nnc1C1CCCCC1 | -2.5%
Cn1nc(-c2ccccc2F)c2cc(C(=O)N3CCN(C(=O)c4ccco4)CC3)sc21 | -4.1%
COC(=O)c1ccc2c(=O)n3c(nc2c1)SCC(c1ccccc1)=N3 | 10.9%
O=C(O)COc1cccc2nsnc12 | -1.4%
CC(=O)Nc1cc2c(cc1C(=O)c1ccc(C)cc1)OCCO2 | -0.6%
Cc1occc1-c1nnc(SCC(=O)NCc2ccco2)n1CC(C)C | -5.6%
CC1(C)NC(=O)N(CCCCOc2ccc3c(c2)CCC3)C1=O | -3.2%
O=C(NC1CCCCC1)C(c1ccco1)N(Cc1ccco1)C(=O)c1ccco1 (configuration not stated) | 14.8%
COc1ccc(-n2nnnc2SCC(=O)N2C(C)CCCC2C)c(OC)c1 (configuration not stated) | -7.1%
Cc1ccc(C2/C(=C(\O)c3c(C)nc4ccccn34)C(=O)C(=O)N2CCCN(C)C)o1 (configuration not stated) | 14.4%
N#CCCNCC1(c2ccccc2)CCCC1 | -0.8%
C#C[C@]1(O)CC[C@@H]2[C@H]3CCC4=Cc5oncc5C[C@]4(C)[C@@H]3CC[C@@]21C | -2.0%[12.8 µM]
O=C(NCc1ccco1)c1cccc2c1C(=O)N(C1CCCCC1)C2 | -0.1%
O=c1cc(-c2ccc(Cl)c(Cl)c2)[nH][nH]1 | 0.9%
Cc1cc(C)c2c(n1)nn1c(N3CCN(c4cccc(Cl)c4)CC3)cc(C)nc21 | 15.1%
CC1=C/C(=C(/c2ccc(O)c(C)c2)c2ccccc2C(=O)O)C=CC1=O | -4.8%[5.75 µM]
CC1=C(C(=O)Nc2ccccn2)C(c2cccnc2)n2nnnc2N1 (configuration not stated) | -6.0%
COc1ccc(CN2C(=O)c3cccnc3C2Nc2cc(Cl)c(OC)cc2OC)cc1 (configuration not stated) | -1.8%
CCCN(CCC(=O)Nc1ccccc1F)CC1CC1 | -0.6%
CCN1CCCC1CN(Cc1cc2cc(C)cc(C)c2[nH]c1=O)C(=O)Nc1ccccc1OC (configuration not stated) | -3.7%
COc1ccc(-c2csc(N(CCCN(C)C)C(=O)c3cccs3)n2)cc1 | -2.9%
O=C(CN1C(=O)C2C3C=CC(C3)C2C1=O)NCCC1=CCCCC1 (configuration not stated) | -6.6%
O=C(NCc1ccc(Cl)c(Cl)c1)c1ccco1 | -0.5%
N#CCSc1nnc(COc2cccc3ccccc23)n1-c1cccc(Cl)c1 | -1.8%
C/C(N)=C(/C#N)C(=O)CSc1n[nH]c(-c2ccccc2Br)n1 | -0.9%
CCOCc1nc(C)c(Cl)c(NS(=O)(=O)c2ccc(N)cc2)n1 | -4.2%
C=CCn1c(SCC(=O)Nc2c(C)cccc2C)nnc1-c1ccncc1 | -0.9%
Nc1cc(-c2ccc(Br)cc2)nn1S(=O)(=O)c1ccccc1 | 4.5%
Cc1nn(C(=O)c2cc3sccc3[nH]2)c(C)c1C | -0.1%
Cc1c(C(=O)OCC(C)C)[nH]c2c1C(=O)CC(c1ccco1)C2 (configuration not stated) | 3.9%
Cc1c(C2N3CC4(C)CN2CC(C)(C3)C4=O)c2ccccc2n1C (configuration not stated) | 1.2%
CCOc1ccc(OCC)c(NC(=O)Cn2cccc2)c1 | -2.7%
Cn1c(SCc2nc(-c3ccc(Cl)cc3)no2)nnc1-c1ccco1 | 11.1%
CCCN(CCO)Cc1cccc(Br)c1 | -5.6%
CCN(CC)CCOC(=O)C1(c2ccccc2)CCOCC1 | -4.6%

The list goes on.
smiles | AmpC det inh
Cc1nnc(NC(=O)C(C)Sc2nncn2C)s1 (configuration not stated) | 10.6%
CCOC(=O)N1CCC(NC(=O)C2CCC(CNS(=O)(=O)c3ccc(OC)cc3)CC2)CC1 (configuration not stated) | -2.6%
Cc1ccc(C)c(S(=O)(=O)C(C#N)c2nc3ccccc3nc2N2CCCC2)c1 (configuration not stated) | -2.6%
Fc1ccccc1OCCCCn1cncn1 | -1.4%
CCc1nc(OCCN(C)C)c2oc3ccccc3c2n1 | -2.6%
O=C(c1nc(-c2ccccc2)n(-c2ccccc2)n1)N1CCCCCC1 | -3.0%
COc1ccc(N2CCN(C(c3cccs3)c3nnnn3C3CCCC3)CC2)cc1 (configuration not stated) | 12.1%
O=C(CCN1CCCCCC1)Nc1ccc(F)cc1 | 10.1%
CCC(C(=O)c1ccc(O)cc1)c1ccccc1 (configuration not stated) | -3.2%
CCOc1ccc(-c2nnc3ccc(SCC(=O)N4CCN(c5ccccc5)CC4)nn23)cc1 | -0.6%
Cc1nn2c(N3CCN(C(=O)c4ccco4)CC3)cc(C(C)(C)C)nc2c1-c1ccccc1 | 6.4%
CCOc1ccccc1N(CC(=O)NC(C)(C)C)C(=O)c1ccc(CN2CCOCC2)o1 | 3.5%
CC(C)Cc1c(O)nc(SCCN2CCOCC2)[nH]c1=O | 1.8%
C=CCNC(=O)Cn1nc(-c2ccccc2)ccc1=O | -3.1%
Cc1noc(C)c1C(=O)N1CCC2(CC1)CN(c1ncccn1)C2 | -1.1%
CC(C)Cc1nc2oc3c(NCc4cccnc4)ncnc3c2c2c1CCC2 | -0.2%
O=C(CNS(=O)(=O)c1ccc(Br)s1)Nc1ccc2c(c1)OCCO2 | 12.2%
O=C(O)C1CC(=O)N(CCc2c[nH]c3ccccc23)C1 (configuration not stated) | -3.3%
Oc1ccc(Cc2nccc3cc(O)c(O)cc23)cc1O | -2.5%[5.75 µM]
CC(=O)Nc1ccc(Cc2ccc3[nH]c(=O)cc(C)c3c2)cc1 | -2.5%[5.75 µM]
COCCOCCn1c(CCCO)nc2ccccc21 | -2.7%
CCOC(=O)c1cc2sccc2n1CC(=O)N1CCN(C(=O)c2ccco2)CC1 | 6.2%
COc1ccccc1Nc1nc(N)nc(CN2CCC(Cc3ccccc3)CC2)n1 | -2.3%
O=C(NC1CCCCC1)C1CCCN(S(=O)(=O)c2cccs2)C1 (configuration not stated) | 8.3%
Cn1c(=O)c2c(nc(CN3CCN(c4ccccc4)CC3)n2Cc2ccccc2Cl)n(C)c1=O | -1.9%
Cc1ccc(-n2nc3c(c2NC(=O)c2ccc4c(c2)OCO4)CSC3)cc1 | -0.7%
O=C(NC12CC3CC(CC(C3)C1)C2)N1CCC(n2nnc3ccccc32)CC1 | 2.7%
COc1ccc(-c2nc3cnc(N4CCN(C)CC4)nc3n(Cc3ccc(F)cc3)c2=O)cc1 | -2.3%
CCOC(=O)c1cnn2c(C)cc(-c3ccccc3)nc12 | -4.5%
CCOC(=O)c1sc(NC(C)=O)c(C(=O)OCC)c1C | -2.6%
FC(F)(F)c1cc(CN2CCCC3(CCNCC3)C2)cc(C(F)(F)F)c1 | -1.3%
Cc1cc(C)nc(-n2nc(C)cc2NC(=O)c2cccc(S(=O)(=O)N(C)C)c2)n1 | 11.0%
O=C1c2ccccc2S(=O)(=O)N1Cc1nc2ccccc2s1 | 14.7%

Arranged by SMILES length (falling): part of the list above.
smiles | AmpC det inh
O=C(NC12CC3CC(CC(C3)C1)C2)N1CCC(n2nnc3ccccc32)CC1 | 2.7%
FC(F)(F)c1cc(CN2CCCC3(CCNCC3)C2)cc(C(F)(F)F)c1 | -1.3%
CCOC(=O)c1cnn2c(C)cc(-c3ccccc3)nc12 | -4.5%

Screening results deposited in PubChem BioAssay by National Center for Advancing Translational Sciences (NCATS).
